# ABCB6 inh MLPCN: inhibitors of human ABC transporter ABCB6; K562-ABCB6 porphyrin accumulation, flow cytometry, 1 h; hits give low values; fluorescence ratio to DMSO, % at 10 µM; Q9NP58; AID 602162; actives 0.19% (n = 360,000);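 active means fluorescence ratio to DMSO below 75%, the collection mean minus 3 SD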;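 further: signal is porphyrin accumulated inside mitochondria; 100% equals median channel fluorescence of DMSO control wells; lower ratio means ABCB6 inhibition with less porphyrin fluorescence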
# Glyco luc inh: blocks N-linked glycosylation in D54 reporter cells | D54 ERlucT glycosylation luciferase reporter, 24 h; percent of 100 nM tunicamycin response | reporter increase, % at 12.5 µM | actives 0.23% (n = 360,000);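 active means mean luciferase reporter signal, scaled so untreated is 0 and the glycosylation-blocking control 100, at or above a set limit in every replicate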;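 further: luciferase carries N-glycosylation sites so blocking glycosylation raises the light; 0% = median of neutral control wells and 100% = median of 100 nM tunicamycin wells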
# TLR9-MyD88 inh: TLR9-MyD88 interaction inhibition. Q9NR96+Q99836. CHO BLA complementation TLR9-MyD88, CCF4 FRET ratio. inhibition, % at 4.98 µM. actives 0.21% (n = 340,000). AID 504734;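 active means inhibition above the mean over all tested compounds plus 3 SD, cut at about 21% in these data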;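 further: 0% = DMSO only wells and 100% = clavulanate BLA inhibitor control wells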
# NOD2 RIPK2 PPI: NOD2-RIPK2 protein interaction inhibition; O43353; CHO BLA complementation NOD2-RIPK2, CCF4 ratio; inhibition, % at 4.98 µM; actives 0.38% (n = 360,000); AID 624267; in the data active means inhibition above about 21%;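 further: 0% = vehicle only and 100% = reference blocker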
# Target sequence (O43353 whole entry, looked up): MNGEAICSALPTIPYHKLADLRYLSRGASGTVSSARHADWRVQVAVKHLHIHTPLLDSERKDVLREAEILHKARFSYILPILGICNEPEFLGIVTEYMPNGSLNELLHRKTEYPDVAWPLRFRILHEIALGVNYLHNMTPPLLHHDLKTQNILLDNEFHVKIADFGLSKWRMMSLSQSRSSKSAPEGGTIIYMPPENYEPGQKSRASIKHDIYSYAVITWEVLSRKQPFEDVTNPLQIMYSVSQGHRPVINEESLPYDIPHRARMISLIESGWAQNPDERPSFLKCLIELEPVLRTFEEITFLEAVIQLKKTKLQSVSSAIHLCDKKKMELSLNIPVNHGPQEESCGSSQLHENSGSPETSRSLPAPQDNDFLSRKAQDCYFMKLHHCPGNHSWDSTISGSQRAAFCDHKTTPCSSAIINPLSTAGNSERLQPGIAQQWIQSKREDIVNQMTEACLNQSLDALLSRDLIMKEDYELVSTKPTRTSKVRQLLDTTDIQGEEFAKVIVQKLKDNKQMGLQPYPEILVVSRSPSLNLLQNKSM
# MC4R ag barr: agonists of human melanocortin 4 receptor (MC4R) beta-arrestin | P32245 | U2OS MC4R beta-arrestin complementation, luminescence; percent of melanotan II response, DMSO zero | activation, % at 8.9 µM | actives 0.98% (n = 360,000);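 active means activation above a per-plate cutoff, the mean activation of sample wells on that plate plus 3 SD, cut at about 8% in these data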
# Target sequence (P32245 whole entry, looked up): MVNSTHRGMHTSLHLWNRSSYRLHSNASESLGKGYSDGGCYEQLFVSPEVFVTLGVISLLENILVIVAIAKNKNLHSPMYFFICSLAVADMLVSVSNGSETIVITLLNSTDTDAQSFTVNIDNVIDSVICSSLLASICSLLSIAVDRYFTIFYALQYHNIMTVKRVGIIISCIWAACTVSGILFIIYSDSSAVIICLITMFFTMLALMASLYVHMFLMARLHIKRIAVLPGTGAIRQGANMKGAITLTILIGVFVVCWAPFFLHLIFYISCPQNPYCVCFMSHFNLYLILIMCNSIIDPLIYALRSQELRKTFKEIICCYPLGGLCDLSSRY
# MC4R antag cAMP: blocks human MC4R cAMP signaling | P32245 | MC4R-expressing cells, MTII-stimulated cAMP, LANCE TR-FRET | inhibition, % at 6.5 µM | actives 0.48% (n = 360,000);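 active means inhibition above its plate's cutoff, the mean of tested wells on that plate plus 3 SD, cut at about 29% in these data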;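 further: 0% = Melanotan II alone and 100% = Melanotan II plus saturating MCL0020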
#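 material = U2OS cells stably expressing human melanocortin 4 receptor (MC4R) | also added = Melanotan II challenge | dosing = single nominal compound dose of 6.5 µM | detection = TR-FRET with Eu-cAMP and labeled anti-cAMP, 671 nm | replication = singlicate | timing = compound 30 min, challenge 1 h, detection 1 h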
# Vif inh: HIV Vif inhibition; HEK293T cells, Vif self-association by quenched fluorescence, imaging, 24 h; inhibition, % at 7.49 µM; actives 0.35% (n = 340,000); AID 602346; in the data active means inhibition above about 50%, passing the limit was not always enough; further: some results filed as inactive read as strong as hits
# ABHD5 PLIN5 PPI: ABHD5-PLIN5 protein interaction inhibition; Q00G26+Q8WTS1; Split G. princeps luciferase complementation, luminescence, 4 h; AID 602281; actives 0.78% (n = 360,000); inhibition, % at 4 µM;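 active means inhibition above the mean inhibition across every tested compound plus 3 SD, cut at about 22% in these data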;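 further: 0% = DMSO only wells and the 100% control is not disclosed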
# Exocytosis inh: lytic granule exocytosis inhibition | TALL-104 LAMP-1 surface exposure, flow cytometry; cells stimulated with thapsigargin and PMA | actives 0.66% (n = 360,000) | AID 651702 | inhibition, % at 10 µM;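 active means inhibition above about 55%, limit read from the data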
# aDG glyco act: increases alpha dystroglycan glycosylation; Pro5-aDG cells, alpha-DG glycosylation AlphaScreen (IIH6); 0% Pro5, 100% B10-LARGE cell signal; activation, % at 10 µM; actives 0.22% (n = 360,000);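 active means activation of at least 8% versus controls, or a plate z-score of at least 8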;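 further: Pro5 are CHO cells carrying HIG-tagged alpha-DG that lacks glycosylation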
# * = called active by the depositor; / = not tested or not shown. These rows are one share of the data (hit frequency here may not be typical).
ABCB6 inh MLPCN,Glyco luc inh,TLR9-MyD88 inh,NOD2 RIPK2 PPI,MC4R ag barr,MC4R antag cAMP,Vif inh,ABHD5 PLIN5 PPI,Exocytosis inh,aDG glyco act,Structure
101.0,/,/,-3.0,/,/,/,0.5,-23.5,0.1,Nc1ccn([C@@H]2O[C@H](C(=O)N3CCCN(Cc4ccccc4F)CC3)[C@@H](O)[C@H]2O)c(=O)n1
95.0,-13.8,-0.3,-18.2,-0.5,10.2,/,6.2,0.3,0.2,Clc1ccccc1OCc1nc(-c2ccccn2)no1
97.0,1.6,-5.4,5.2,-0.7,-0.4,-2.5,-1.9,-4.3,1.3,C[C@H](CO)N1C[C@H](C)[C@@H](CN(C)C)Oc2c(NC(=O)c3ccncc3)cccc2C1=O
104.0,1.4,-20.2,-2.5,-1.4,6.9,2.9,-6.6,27.0,-0.1,CN(CC(=O)Nc1cccc(F)c1)C(=O)Cn1c(=O)cnc2ccccc21
100.0,0.0,-7.4,-8.0,3.3,3.0,-2.1,-3.5,43.6,0.7,CCOC(=O)Cc1cnc(NC(=O)NC(C(=O)OCC)(c2ccccc2)C(F)(F)F)s1 (stereo not given)
99.0,-0.2,1.8,-3.8,-0.5,5.0,-3.5,-11.6,2.1,0.0,Cc1ccc(OCCC(=O)Nc2ccc(F)c(F)c2)cc1
105.0,1.4,15.5,4.8,-2.7,4.3,1.1,2.6,-2.2,0.2,O=C(CCC(=O)c1ccc(F)cc1)NCc1ccccc1C(F)(F)F
99.0,1.2,-9.1,-1.2,0.4,12.8,5.3,8.4,9.4,0.1,N#CCCN(C(=O)COC(=O)c1cc(=O)c2ccccc2o1)c1ccccc1
98.0,2.7,3.8,4.2,-1.8,7.6,-0.2,3.3,-6.0,0.0,CC(=O)CN1C(=O)NC2(CCCc3ccccc32)C1=O (stereo not given)
100.0,-2.4,9.0,4.8,-1.9,-3.2,12.9,8.2,-4.3,0.2,CCOC(=O)CNC(=S)N(Cc1ccc(C)cc1)Cc1ccc(C)o1
95.0,-2.0,9.9,4.1,0.1,9.1,-5.9,4.7,12.4,0.1,Cc1cccc(C)c1NC(=O)N1CCC(n2c(=O)[nH]c3ccccc32)CC1
103.0,2.2,1.6,-6.8,3.6,-2.3,-0.3,6.2,9.9,-0.1,CC(=O)c1c(C)[nH]c(C(=O)OC(C)C(=O)NC2CCCCC2)c1C (stereo not given)
98.0,-4.0,-0.3,-6.5,1.0,6.9,6.5,0.2,-16.2,-0.1,Cc1cccn2c(=O)c3cc(C(=O)NCCN4CCOCC4)c(=N)n(CCCN4CCOCC4)c3nc12
121.0,-11.5,-1.7,-11.0,5.3,9.7,-8.2,1.9,-2.3,0.6,Cc1cc(-n2c(SCC(=O)Nc3ccc(F)c(F)c3)nc3n[nH]c(C)c3c2=N)ccc1Cl
90.0,0.5,-0.3,-10.8,-2.1,-3.1,0.9,-2.5,-1.5,0.0,CCOc1ccccc1C(=O)NCCCCCC(=O)O

# 3 entries already listed, sorted by their value in Vif inh, rising:
molecule	Vif inh
Cc1ccc(OCCC(=O)Nc2ccc(F)c(F)c2)cc1	-3.5
CN(CC(=O)Nc1cccc(F)c1)C(=O)Cn1c(=O)cnc2ccccc21	2.9
N#CCCN(C(=O)COC(=O)c1cc(=O)c2ccccc2o1)c1ccccc1	5.3

# (cont.)
ABCB6 inh MLPCN,Glyco luc inh,TLR9-MyD88 inh,NOD2 RIPK2 PPI,MC4R ag barr,MC4R antag cAMP,Vif inh,ABHD5 PLIN5 PPI,Exocytosis inh,aDG glyco act,Structure
100.0,1.1,4.3,-22.1,-3.6,-1.6,-1.2,5.2,-4.6,0.1,Cc1nn(-c2ccccc2)c(C)c1CN
61.0*,1.8,/,-16.1,-3.5,-5.2,-0.6,-4.4,4.3,-0.2,CC(C)(C)c1ccc(CC(=O)N2CCC2(C)C(=O)NS(=O)(=O)c2cccc(C#N)c2)cc1 (stereo not given)
92.0,0.9,6.0,7.0,-2.4,-2.0,4.3,-3.8,4.6,-0.1,COc1cccc(OC)c1C(=O)NC(C)CCc1ccccc1 (stereo not given)
97.0,-3.6,0.7,7.7,0.7,4.0,27.7,1.6,-15.1,-0.1,O=C(CSc1ncccc1C(=O)O)Nc1ccc2c(c1)OCCO2
95.0,1.4,11.7,-4.6,-2.1,2.0,-1.1,-2.3,-0.2,-0.2,COc1ccc(Cc2n[nH]c(=S)n2C)cc1Br
94.0,0.1,0.4,0.3,-2.0,-5.4,-0.1,2.1,1.4,0.2,CCN(C(=O)Cn1cnc2c1c(=O)n(C)c(=O)n2C)C1CCS(=O)(=O)C1 (stereo not given)
84.0,2.8,6.4,-2.2,-0.7,1.5,-1.8,-1.9,-2.7,0.0,Cc1ccc(N2CC(C(=O)Nc3cc(C)on3)CC2=O)cc1 (stereo not given)
95.0,-1.5,4.7,-1.5,0.6,9.0,/,4.7,15.4,0.2,CC1(c2nnc(-c3ccccc3)o2)CC(c2ccc([N+](=O)[O-])cc2)=NO1 (stereo not given)
94.0,0.5,-3.6,-7.5,-1.8,3.4,11.0,2.8,1.0,-0.1,CC(C)c1ccc(CN(C(=O)c2ccco2)C2CCS(=O)(=O)C2)cc1 (stereo not given)
99.0,-0.1,-0.6,-6.7,-2.9,3.6,-5.1,0.2,1.3,0.2,COC(=O)c1ccc(Oc2nc(NC(C)C)nc(NC(C)C)n2)cc1
99.0,1.5,-2.7,-4.9,18.5*,12.3,-13.8,4.0,66.4*,-0.6,Cc1cc(N2CCN(c3nc(-c4ccc([N+](=O)[O-])cc4)cs3)CC2)c2ccccc2n1
97.0,0.9,-14.7,-0.7,-1.7,0.9,9.8,4.0,-4.7,0.0,Cn1ncc2c(=O)[nH]nnc21
93.0,-0.5,4.1,-7.6,0.4,1.9,-0.4,6.5,0.5,0.1,CCCCn1c(N)c(N(CC(C)C)C(=O)CCNC(=O)c2ccc([N+](=O)[O-])cc2)c(=O)[nH]c1=O
102.0,0.8,0.8,6.6,0.7,25.0,-4.5,4.3,-8.6,0.3,O=C(O)COc1ccccc1-c1nc(-c2ccccc2)c(-c2ccccc2)[nH]1
105.0,1.8,/,-5.6,0.9,11.7,-5.2,-11.2,-6.0,-0.4,CN(C)/N=C/c1ccc(P(c2ccc(/C=N/N(C)C)o2)c2ccc(/C=N/N(C)C)o2)o1
105.0,2.9,-8.7,-3.0,-2.3,5.8,/,3.8,-7.3,1.3,O=C(Nc1cccnc1)c1ccc(COc2ccccc2Br)o1
98.0,5.0,-1.4,-6.4,0.0,-1.9,0.3,2.2,2.2,0.8,O=C(Nc1ncc(Cc2ccccc2Cl)s1)C1=NCCN1
100.0,0.1,0.6,-9.6,-1.9,-0.1,3.2,1.8,-5.0,0.0,O=C(Cc1ccccc1)N/N=C/c1cccs1
101.0,-1.1,2.5,2.5,0.2,0.8,8.3,-13.2,-3.5,-0.1,Cc1cc(C)c(S(=O)(=O)N2CCCOC2CNC(=O)C(=O)NCc2cccnc2)c(C)c1 (stereo not given)
101.0,-3.6,0.9,-4.3,-1.4,5.3,30.2,-0.4,22.4,0.1,Cc1cc(C)c(Cn2c3ccccc3c3cnn(CC(=O)NCCN4CCOCC4)c(=O)c32)c(C)c1
97.0,2.0,-5.5,-2.6,-0.7,2.6,-4.6,1.2,8.7,0.0,COc1ccc(CNC(=O)N2CCN(c3ccccc3)CC2)cc1
93.0,-0.7,-8.2,-7.8,0.5,6.7,-3.3,-3.1,1.6,-0.2,O=C(C=Cc1ccc2c(c1)OCO2)C1CC1
94.0,1.5,-1.1,-2.1,-1.9,2.3,2.9,0.4,-0.2,-0.1,CCOC(=O)C1=C(C)Nc2nnnn2C1c1cccnc1 (stereo not given)
96.0,11.6,6.4,-0.8,-0.4,3.2,-1.0,-0.3,-3.8,0.0,NC(=O)c1nc[nH]c1C(=O)Nc1cccc(C(F)(F)F)c1
97.0,4.1,5.1,2.0,-3.6,8.9,-3.9,-1.4,-3.5,-0.1,O=C(CSc1nc2[nH]ncc2c(=O)n1-c1ccccc1)NCCc1ccccc1
94.0,3.6,2.9,6.4,-1.3,5.0,15.5,-1.4,-7.0,-0.1,CCOC(=O)Cn1nc(-c2ccccc2)c(-c2ccccc2)nc1=O
91.0,0.1,1.0,-10.0,-2.7,0.5,-0.9,-1.2,-3.7,-0.3,Cc1cc(C)nc(NS(=O)(=O)c2ccc(NC(=S)NC(=O)CC(C)C)cc2)n1
97.0,2.3,2.6,-10.1,2.1,3.0,1.9,2.6,-2.7,-0.1,O=C(CCn1c(=O)oc2ccccc21)NC1=NCCS1
101.0,1.7,-7.5,-8.4,-0.3,5.3,1.2,12.2,2.9,-0.1,O=C(NCc1ccco1)C1CCCN(S(=O)(=O)Cc2ccccc2)C1 (stereo not given)
100.0,1.9,-1.7,2.2,2.2,5.6,0.9,1.4,-3.9,0.2,COc1ccc(C(=O)N/N=C/c2cccc3cccnc23)cc1
90.0,0.7,-4.0,3.9,15.5*,6.9,/,-5.5,1.8,-0.3,Cc1cccc(C)c1OC(=O)CSc1nnc(-c2ccccc2)o1
96.0,0.8,0.7,-4.3,-0.5,7.3,-9.6,5.7,-3.9,-0.1,COc1cc(CCC(=O)NCc2ccc(F)cc2)cc(OC)c1OC
78.0,2.5,6.5,-5.1,-1.8,3.8,0.8,-1.6,8.7,-0.3,C=CCNC(=O)c1ccc2c(=O)n(CCCN3CCCC3=O)c(=S)[nH]c2c1
94.0,-3.0,-4.3,0.0,-1.1,9.1,/,17.1,-1.7,0.0,COc1ccc(Br)cc1CN(C)C(=O)c1ccccc1OCc1c(C)noc1C
92.0,6.6,2.7,1.3,-4.5,-8.4,1.9,-7.2,2.7,0.4,Cc1ccc(C)c(S(=O)(=O)N2CCCCC2CCNC(=O)C(=O)NCc2ccco2)c1 (stereo not given)
98.0,-1.1,5.3,-1.6,5.7,-2.7,1.7,8.6,-0.7,0.0,CC(C)(C)C(=O)OCc1nc(-c2ccc(C(F)(F)F)cc2)cs1
87.0,3.1,1.2,-9.5,-1.3,10.8,-2.8,-4.9,-3.3,-0.1,O=C(NC1CCCC1)C1CCC(=O)N1C1CCCC1 (stereo not given)
98.0,1.0,-10.6,-3.6,-1.2,5.3,2.1,-1.4,1.0,0.1,CC(=O)n1cc(C2C(=O)CCCC2=O)c2ccccc21
94.0,-9.4,-13.9,-7.8,-2.8,10.3,-11.2,-1.5,-7.0,0.0,Cc1ccc(S(=O)(=O)N2CCN(Cc3ccccc3)CC2)c(C)c1N(C)S(=O)(=O)c1ccccc1
98.0,-1.6,3.7,-1.6,-1.1,1.1,-8.4,-11.0,0.1,0.0,O=C(NC1CCCC1)C(c1ccccn1)N(C(=O)c1csnn1)c1ccccc1Br (stereo not given)
96.0,-10.8,-1.1,-5.0,1.1,-2.4,3.4,-10.2,3.4,0.1,CSc1ccc(CNc2cccc3ccccc23)cc1
